UCHL1 block: human UCHL1 deubiquitinase inhibition; P09936; purified UCHL1, Ub-rhodamine cleavage fluorescence; inhibition, % at 20 µM; 0.2% of 47,000 active
Target sequence (P09936 whole entry, looked up): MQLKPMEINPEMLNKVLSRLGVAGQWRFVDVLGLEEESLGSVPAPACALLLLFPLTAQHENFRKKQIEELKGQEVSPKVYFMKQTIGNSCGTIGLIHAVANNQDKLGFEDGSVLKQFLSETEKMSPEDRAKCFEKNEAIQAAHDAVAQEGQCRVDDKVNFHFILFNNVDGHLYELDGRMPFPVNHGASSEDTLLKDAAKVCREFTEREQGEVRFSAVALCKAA
OTUD3 inh: inhibitors of human OTUD3 deubiquitinase. purified OTUD3, Ub-rhodamine fluorescence, 2 h. inhibition, % at 25 µM. Q5T2D3. 0.7% of 47,000 active
USP8 inh: human USP8 deubiquitinase inhibition | purified USP8, Ub-rhodamine cleavage fluorescence, 30 min | inhibition, % at 20 µM | 4.2% of 47,000 active | P40818
USP7 inh: human USP7 deubiquitinase inhibition. Q93009. purified USP7, Ub-rhodamine cleavage fluorescence. inhibition, % at 20 µM. 0.3% of 47,000 active. AID 1645854
USP30 inh: blocks human USP30 ubiquitin-rhodamine cleavage | Q70CQ3 | purified USP30, Ub-rhodamine cleavage fluorescence | inhibition, % at 25 µM | 5.3% of 47,000 active | AID 1645860
Target sequence (Q70CQ3 whole entry, looked up): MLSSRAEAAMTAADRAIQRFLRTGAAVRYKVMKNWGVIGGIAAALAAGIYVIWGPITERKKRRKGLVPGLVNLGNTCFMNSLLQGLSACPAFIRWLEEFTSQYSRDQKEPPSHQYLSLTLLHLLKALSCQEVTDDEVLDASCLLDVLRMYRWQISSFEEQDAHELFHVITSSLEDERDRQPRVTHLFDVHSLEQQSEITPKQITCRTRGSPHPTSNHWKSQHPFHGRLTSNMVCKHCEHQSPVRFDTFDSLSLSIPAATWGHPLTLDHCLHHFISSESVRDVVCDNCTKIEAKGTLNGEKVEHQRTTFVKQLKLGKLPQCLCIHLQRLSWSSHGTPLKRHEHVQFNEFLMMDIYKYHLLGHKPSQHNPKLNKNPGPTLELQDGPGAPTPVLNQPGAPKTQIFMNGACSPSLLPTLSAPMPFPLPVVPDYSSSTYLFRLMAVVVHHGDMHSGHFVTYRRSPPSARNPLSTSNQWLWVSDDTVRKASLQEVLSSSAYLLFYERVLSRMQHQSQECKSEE
USP17 inh: blocks human USP17 ubiquitin-rhodamine cleavage; A8MUK1; purified USP17, Ub-rhodamine cleavage fluorescence, 3 h; inhibition, % at 50 µM; 6.5% of 47,000 active
USP28 inh: blocks human USP28 ubiquitin-rhodamine cleavage; Q96RU2; purified USP28, Ub-rhodamine cleavage fluorescence, 30 min; 3% of 47,000 active; inhibition, % at 25 µM; AID 1645857
USP10 block: blocks human USP10 ubiquitin-rhodamine cleavage | Q14694 | purified USP10, Ub-rhodamine fluorescence, 60 min | inhibition, % at 20 µM | 1.1% of 47,000 active
An asterisk follows results filed as active; i = inactive; . = not tested or not shown. Cut-off read from the data, not from the text of the source: active = inhibition above about 30%; inactive = the rest.

1	Cc1c(C(=O)NCc2cccc(F)c2)sc2ncnc(N3CCCC3)c12
2	CCOC(=O)C1(Cc2cc(-c3cccc(C)c3)no2)CCN(Cc2ccncc2)CC1
3	Nc1cc(S(=O)(=O)N2CCOCC2)ccc1OCC(F)(F)F
4	Cn1c(C(=O)N2CCCC(c3ncc(Cc4cccc(F)c4)o3)C2)cc(=O)n(C)c1=O (stereo not drawn)
5	Cc1nc2c(c(=O)[nH]1)CCN(Cc1c[nH]c3ccccc13)C2
6	COc1ccc(NC(=O)Cn2c(=O)n(CCC(=O)N3CC=C(c4ccccc4)CC3)c(=O)c3ccccc32)cc1Cl
7	CN1[C@@H](CCC(=O)N2CCN(c3ccccc3)CC2)CNC(=O)[C@@H]2[C@H]1CCN2Cc1ccccn1
8	COc1c2c(cc3c1C(c1nnnn1-c1cccc(C)c1C)N(C)CC3)OCO2 (stereo not drawn)
Screen / compound no.	1	2	3	4	5	6	7	8
UCHL1 block	3	3	-4	1	-3	0	3	3
OTUD3 inh	-1	11	-4	1	-5	-1	11	11
USP8 inh	-1	-3	5	-38	-3	0	-76	1
USP7 inh	4	3	0	1	.	2	7	4
USP30 inh	-1	13	0	-12	-15	-5	17	29
USP17 inh	5	7	4	-2	-9	-6	-18	7
USP28 inh	5	8	-11	9	-5	-5	6	11
USP10 block	4	-2	5	-1	0	3	0	6

9	Cn1c(=O)c2[nH]c(CN3CCOCC3)nc2n(C)c1=O
10	COc1ccc(C(C(=O)NCc2ccccc2)N(C(=O)CCN2CCc3ccccc32)c2ccc(C)c(C)c2)cc1 (stereo not drawn)
11	Cc1ccc(NC(=O)c2c(-c3ccc(C)c(C)c3)c3c4n(c(-c5ccc(C)cc5)cn24)CCCC3)cc1
12	NC(=O)CNC(CNC(CC(=O)O)C(=O)O)C(=O)O (stereo not drawn)
13	CC(=O)NC(Cc1ccccc1C)C(=O)NC1CCN(c2nnnn2-c2ccccc2)CC1 (stereo not drawn)
14	O=C(O)c1ccc(COc2ccc(OC(F)(F)F)cc2)o1
15	Cc1cccc(C(=O)Nc2ccc3c(c2)nc(CCN2CCN(C)CC2)n3C)c1
16	CCOC(=O)c1c(-c2ccccc2Cl)csc1NC(=O)CNc1cccc(O)c1
Screen / compound no.	9	10	11	12	13	14	15	16
UCHL1 block	-3	-30	1	0	-3	1	1	6
OTUD3 inh	-6	-209	0	0	-1	8	11	-4
USP8 inh	-4	-45	9	8	1	3	-1	23
USP7 inh	1	-10	7	6	-3	4	4	4
USP30 inh	-1	i	-16	0	8	3	13	-39
USP17 inh	1	-162	2	0	3	8	0	32*
USP28 inh	-11	-251	10	2	0	10	7	39*
USP10 block	0	-6	1	2	-1	1	2	11

17	Cc1cccc(N2CCN(C(=O)c3ccc(N4C(=O)CCS4(=O)=O)cc3)CC2)c1
18	CCCCOc1ccc(-c2cc(C(=O)N/N=C/c3ccc(OC)cc3OC)c3ccccc3n2)cc1
19	O=C(NC1(c2nc(-c3ccncc3)no2)CCCCC1)c1ccccc1F
20	Cc1cc(N2CCCC2)nc(N2CCN(C(=O)C(C)Oc3ccccc3)CC2)n1 (stereo not drawn)
21	O=C(Nc1sc2c(c1-c1nc3ccccc3[nH]1)CCCC2)c1ccccc1[N+](=O)[O-]
22	Cc1c(OCc2ccccc2)noc1C1CCN(CC(N)=O)CC1
23	O=C(c1ccc2ccccc2c1)N1CCN(c2ncnc3c2nnn3Cc2ccccc2)CC1
24	Cc1ccnc(Nc2nc(C)c(C(=O)NC3CCCC3)s2)c1
Screen / compound no.	17	18	19	20	21	22	23	24
UCHL1 block	2	6	-2	-8	2	1	2	3
OTUD3 inh	0	6	-3	-34	-8	-1	-1	3
USP8 inh	-3	18	-10	-16	32*	-1	-7	24
USP7 inh	1	4	-22	-8	7	-12	4	4
USP30 inh	7	5	-1	-110	-16	6	29	-10
USP17 inh	2	9	-26	-35	1	4	0	31*
USP28 inh	4	16	-1	-35	-4	30	9	3
USP10 block	1	6	-1	-10	8	1	11	-1

25	O=C(c1ccccc1)N1C[C@H]2CCN(S(=O)(=O)c3cccc(Cl)c3)C[C@H]21
26	Cc1cccc(NC(=O)CCc2nnc3c(=O)n(-c4ccc(C)c(C)c4)ccn23)c1
27	CCOc1ccccc1C1c2[nH]c3ccccc3c2C[C@H]2C(=O)N(CCN3CCOCC3)CC(=O)N12 (stereo partly drawn)
28	COc1ccccc1NC(=O)COc1ccccc1-c1noc(COc2ccc(C)cc2)n1
29	COc1cccc(CC(=O)N2C[C@H]3C[C@H]4[C@](C2)(CN(CC(C)C)S4(=O)=O)O3)c1
30	COc1cccc2cc(C(=O)N3CCN(c4cc(C)cc(C)c4)CC3)c(=O)oc12
31	Cc1nc2n(n1)C(CC(=O)Nc1cccc3ccccc13)C(=O)N2 (stereo not drawn)
32	Cc1n[nH]c(C)c1N1C(=O)c2cccc3c(N4CCOCC4)ccc(c23)C1=O
Screen / compound no.	25	26	27	28	29	30	31	32
UCHL1 block	1	-1	2	-4	-2	5	2	-152
OTUD3 inh	7	5	2	-2	-3	-13	4	-163
USP8 inh	1	36*	16	-15	-1	-2	13	-281
USP7 inh	-1	4	0	-1	-3	3	3	-136
USP30 inh	4	17	-6	-30	1	-21	0	i
USP17 inh	-1	5	0	-5	-16	-12	-18	-129
USP28 inh	2	6	-5	-7	-4	-2	7	-235
USP10 block	-1	0	-4	-9	-1	1	0	-4

33	O=C(Cn1cccc1-c1nnc(C2CCC2)o1)Nc1ccc(F)cc1
34	COc1ccc(OC)c(NC(=O)COC(=O)c2ccc3c(=O)n4c(nc3c2)CCCCC4)c1
35	COc1cccc(C(=O)N2CCN(c3ccc(-c4nc(C)cs4)cn3)CC2)c1OC
36	O=C(Cn1nnc(-c2ccc(F)cc2)n1)NCCc1ccccc1
37	COc1ccc(-c2nc(Cn3c(=O)c4cccnc4n(-c4ccccc4)c3=O)c(C)o2)cc1
38	O=C(c1cc2ccccc2oc1=O)N(Cc1ccccc1)c1ccccn1
39	CCNC(=O)c1nc(Cn2c(C(F)F)nc3ccccc32)no1
40	COc1ccc(-c2nnc(-c3ccc(-n4ccnc4)nc3)o2)cc1
Screen / compound no.	33	34	35	36	37	38	39	40
UCHL1 block	-2	2	2	0	-3	-7	1	-1
OTUD3 inh	-15	-2	-14	-4	-20	2	1	-3
USP8 inh	-9	-8	-2	4	-9	-4	-60	1
USP7 inh	-26	0	-2	.	-10	-4	1	-2
USP30 inh	-167	-6	-10	2	-68	0	12	-6
USP17 inh	-60	8	-21	74*	.	-7	0	-16
USP28 inh	-13	-2	-6	4	-18	-2	0	0
USP10 block	-5	0	-1	4	0	3	3	2

41	O=C(NCC1CC1)[C@H]1CCS(=O)(=O)[C@@H]2CN(Cc3ccccc3F)C[C@H]12
42	COc1cccc(-c2nnc(-c3ccccc3NC(=O)c3ccc(C(C)(C)C)cc3)o2)c1
43	N#Cc1ccc(SCCOC(=O)Nc2ccc(OC(F)(F)F)cc2)c([N+](=O)[O-])c1
44	OCc1cc2c([nH]c3ccccc32)c([C@H](CO)O[C@@H]2O[C@H](CO)[C@@H](O)[C@H](O)[C@H]2O)n1
45	CCC(Cc1ccccc1)NC(=O)c1nnc(Cc2ccccc2Cl)o1 (stereo not drawn)
46	COc1cccc(Nc2nc3ccncc3n(Cc3ccccc3)c2=O)c1
47	CCOc1c(OC)cccc1C1CN2C(=O)CN(C3CCCC3)C(=O)[C@]2(C)c2[nH]c3ccccc3c21 (stereo partly drawn)
48	O=C(NCc1cccc(F)c1)c1nc2c(o1)CN(CC1CC1)C2
Screen / compound no.	41	42	43	44	45	46	47	48
UCHL1 block	-3	1	-3	4	4	2	-25	-1
OTUD3 inh	0	0	0	-5	9	-2	-15	-5
USP8 inh	-66	-1	13	2	12	-101	-14	-84
USP7 inh	-4	5	8	0	4	-4	-2	1
USP30 inh	10	6	4	-3	30	-51	22	-6
USP17 inh	-8	4	8	-12	27	-11	18	-17
USP28 inh	-1	-2	-5	-2	12	-9	-16	-8
USP10 block	-4	4	8	-6	2	-3	-3	-2

49	Cc1ccc(NC(=O)Nc2ccccc2)c(=O)n1CC(=O)N1CCCC1
50	COc1cc(N2CC[C@H]3O[C@H](C(=O)NCc4ccco4)CC[C@H]32)ncn1
51	Cc1[nH]c(C(=O)NC2CCCCCC2)c(C)c1S(=O)(=O)N1CCCC1
52	Cc1oc(-c2ccccc2)cc1C(=O)Nc1ccc(OC(F)(F)F)cc1
53	Cc1cccc(Nc2nnc(SCC(=O)NCC(=O)N(C)C)s2)c1
54	O=C(c1ccc(S(=O)(=O)N2CCCCC2)cc1)c1nnc(-c2ccc(Cl)cc2)o1
55	CN(Cc1ccccc1)S(=O)(=O)c1ccc(C(=O)Nc2ccc3c(c2)OCO3)cc1
56	O=C(Cc1ccc(F)cc1)NCC(c1cccc2ccccc12)N1CCOCC1 (stereo not drawn)
Screen / compound no.	49	50	51	52	53	54	55	56
UCHL1 block	3	1	1	-4	3	-1	3	-3
OTUD3 inh	7	3	-1	-4	6	14	4	0
USP8 inh	4	-57	39*	9	11	8	3	0
USP7 inh	3	1	13	4	6	5	13	-2
USP30 inh	-12	-3	-34	-11	15	30*	19	1
USP17 inh	10	-13	43*	-4	-4	0	6	0
USP28 inh	4	0	-10	-17	11	11	6	-3
USP10 block	1	-1	8	6	0	0	15	-4

57	Cc1cccc(N(Cc2nc3nc(C)cc(=O)n3[nH]2)S(=O)(=O)c2ccccc2)c1
58	CC(C)C(=O)Oc1cn(CCCN2CCCC2=O)c2nc(C(C)C)n3c4ccccc4nc3c12
59	COc1ccc2nc(N3C(=O)c4oc5ccccc5c(=O)c4C3c3ccc([N+](=O)[O-])cc3)sc2c1 (stereo not drawn)
60	CC(C)(Oc1ccc(Cl)cc1)C(=O)NCc1nnnn1-c1ccc(F)cc1
61	C=C(C)Cn1c(CNC(C)=O)nc2ccccc21
62	C=C1C2=C(C(=O)N1OC)[C@H](O)[C@](C)(O)[C@H](CCCCC)O2
Screen / compound no.	57	58	59	60	61	62
UCHL1 block	-1	-15	-2	3	1	-11
OTUD3 inh	-4	-64	-25	11	5	-20
USP8 inh	-2	-9	-16	12	0	-40
USP7 inh	1	-14	6	-2	2	-10
USP30 inh	8	-401	-89	18	23	-60
USP17 inh	1	-85	3	17	12	-29
USP28 inh	-11	-94	-30	31*	1	-13
USP10 block	2	-7	3	1	-3	-5
